Arr AP2 block: inhibitors of beta-arrestin/AP2 binding, primary screen, biochemical, GPCR trafficking, flow cytometry | beta-arrestin 1 C-terminal peptide binding to AP2 beta2-adaptin appendage (human) | FITC-arrestin peptide / GST-AP2 beads; AP2 beta2 appendage carries R879A mutation | inhibition, % at 10 µM | 340,000 compounds, 0.31% hits | AID 504490, 2011;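 active means inhibition above a set limit, near 3 SD of compounds lacking own fluorescence, cut at about 54% in these data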;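 further: plate controls were DMSO wells for no effect and 5 µM unlabelled arrestin peptide for full effect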
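Test system: GST-tagged AP2 beta2-adaptin appendage (R879A) on 4 µm glutathione beads; also added: fluorescein-tagged arrestin peptide at 50 nM final; timing: 12 min plus 1 h, RT; signal: flow cytometry, FL1 (488/535 nm); read-out: percent drop in bead-associated FITC signal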
MOR-DOR inv ag: inverse agonists of MOR-DOR heterodimerization, primary screen, cell-based, luminescence; Mu-type opioid receptor (Homo sapiens) + Delta-type opioid receptor (Homo sapiens), …; cell-based MOR-DOR heterodimer luminescence, inverse agonism; inhibition, % at 9.3 µM; 340,000 compounds, 0.21% hits; AID 504357, 2011; in the data active means inhibition above about 22%, passing the limit was not always enough;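 further: 0% = cells with DMSO and 100% = wells without cells with DMSO; values of inactives mirror those of a sister screen read the other way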
AddAB inh: growth inhibition of E. coli expressing H. pylori AddAB, primary screen, AddAB inhibitor project, absorbance; 330,000 compounds, 0.29% hits; inhibition, % at 11.9 µM; AID 435030, 2010; in the data active means inhibition above about 12%;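 further: 0% = vehicle wells of infected cells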
Mot1-301 SUMO: yeast Mot1-301 growth rescue at high temperature, primary screen, SUMOylation pathway inhibitor project, S. cerevisiae, ATP luminescence, 38.5C | S. cerevisiae Mot1-301 growth rescue; percent above DMSO median, 100 means doubled | growth rescue, % at 18.8 µM | 320,000 compounds, 1% hits;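 active means every valid replicate shows activation above 250% relative to neutral control wells; inactive means the rest, any valid replicate at or below 250%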;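 further: OY570 slx delta 5 strain wells were the positive control but not used for scaling; some compounds called inactive have numbers as strong as hits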
MOR-DOR ag: agonists of OPRM1-OPRD1 heterodimerization, primary screen, cell-based, luminescence; Mu-type opioid receptor (Homo sapiens) + Delta-type opioid receptor (Homo sapiens), …; cells; activation, % at 9.3 µM; 340,000 compounds, 0.3% hits; AID 504326, 2011; in the data active means activation above about 18%;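 further: 0% = vehicle-treated cells and 100% = reference agonist; values of inactives mirror those of a sister screen read the other way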
Pemphigus Ab inh: inhibitors of pemphigus antibody binding to DSG3, primary screen, biochemical, bead-based, flow cytometry, scFv-GFP. DSG3-coupled beads, scFv-anti-DSG3-GFP binding; active compounds read low. binding (percent of control), % at 10 µM. 310,000 compounds, 0.48% hits;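 active means binding more than 3 SD below its plate's average and above zero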;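 further: hits lower antibody fragment binding to DSG3; some compounds called inactive have numbers as strong as hits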
Target sequence (P32926 whole entry, looked up, the tested form may be a part): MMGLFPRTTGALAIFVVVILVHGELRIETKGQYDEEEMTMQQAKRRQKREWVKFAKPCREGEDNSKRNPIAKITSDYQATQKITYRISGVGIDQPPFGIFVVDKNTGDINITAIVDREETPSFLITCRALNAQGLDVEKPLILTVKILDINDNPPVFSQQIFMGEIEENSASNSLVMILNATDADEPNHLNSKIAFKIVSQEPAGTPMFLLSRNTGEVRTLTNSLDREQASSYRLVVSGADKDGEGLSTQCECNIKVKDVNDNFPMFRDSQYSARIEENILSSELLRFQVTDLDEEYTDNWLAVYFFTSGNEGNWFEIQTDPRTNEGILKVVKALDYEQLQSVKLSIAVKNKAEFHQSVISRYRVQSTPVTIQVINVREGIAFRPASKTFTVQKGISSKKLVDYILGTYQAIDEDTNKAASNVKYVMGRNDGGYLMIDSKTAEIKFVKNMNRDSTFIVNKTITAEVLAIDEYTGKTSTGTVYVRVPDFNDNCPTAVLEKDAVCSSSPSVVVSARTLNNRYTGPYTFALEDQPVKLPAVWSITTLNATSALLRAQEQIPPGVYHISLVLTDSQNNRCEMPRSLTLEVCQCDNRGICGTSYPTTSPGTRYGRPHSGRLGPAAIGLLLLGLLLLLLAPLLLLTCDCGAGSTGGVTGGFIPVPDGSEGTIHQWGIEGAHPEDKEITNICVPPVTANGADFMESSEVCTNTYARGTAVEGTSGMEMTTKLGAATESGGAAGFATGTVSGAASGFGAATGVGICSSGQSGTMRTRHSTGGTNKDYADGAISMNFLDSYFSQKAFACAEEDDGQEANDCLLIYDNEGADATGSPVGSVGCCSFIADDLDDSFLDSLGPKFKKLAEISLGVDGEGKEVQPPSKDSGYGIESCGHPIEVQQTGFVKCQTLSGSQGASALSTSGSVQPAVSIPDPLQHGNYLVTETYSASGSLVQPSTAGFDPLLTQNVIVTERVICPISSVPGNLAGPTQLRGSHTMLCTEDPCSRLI
PKA-R1A act: activators of PKA-R1A holoenzyme, primary screen, biochemical, fluorescence polarization, Cy5-IP20, bovine R1A, mouse PKAc; PKA-R1A dissociation; scaled: DMSO 0%, 113 µM cGMP 100%; activation, % at 11.4 µM; AID 504707, 2011; 340,000 compounds, 0.083% hits; cAMP-dependent protein kinase type I-alpha regulatory subunit (Bos taurus) + …;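 active means percent activation above the mean of all tested compounds plus 3 SD, cut at about 19% in these data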;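 further: higher means more PKAc released from R1A so a rise in polarization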
Ecoli viability: E. coli V3065 growth inhibition, primary screen, counter-screen for AddAB inhibitor project, absorbance, OD600; 18 h; inhibition, % at 11.9 µM; 330,000 compounds, 0.27% hits;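 active means inhibition above the campaign's mean inhibition across all tested compounds plus 3 SD, cut at about 9.9% in these data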;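 further: uninfected addAB+ strain grown without phage in ampicillin broth; 0% = DMSO wells and 100% = ciprofloxacin 0.95 µg/ml wells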
PfHsp90 yeast 2: growth inhibition of PfHsp90-expressing yeast, primary screen, antimalarial PfHsp90 inhibitor project, S. cerevisiae, BacTiter-Glo luminescence, single point, set 2; BacTiter-Glo ATP, 48 h; yeast lacking PDR1 and PDR3 efflux regulators; inhibition, % at 9.4 µM; 310,000 compounds, 0.32% hits; AID 504621, 2011;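 active means every replicate shows inhibition above about 80%, whatever the replicate mean, limit read from the data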;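 further: 0% = DMSO neutral controls and 100% = 20 µM radicicol positive controls; yeast relying on Plasmodium falciparum Hsp90 in place of its own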
Tat transport: E. coli Tat export inhibitors, primary screen, MC4100, TorA-mCherry reporter, fluorescence, single point; inhibition, % at 10 µM; 340,000 compounds, 0.036% hits;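 active means mean replicate inhibition at least 50% and at least half of replicates individually reaching 50%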;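 further: exported cargo escapes ClpAP degradation while cytoplasmic cargo is degraded and loses fluorescence; 0% = median of neutral control wells and 100% = median of NaSCN control wells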
phage Ecoli inh: growth loss of phage-infected E. coli, primary screen, RecBCD inhibitor project, absorbance, with phage, HTS; inhibition, % at 11.9 µM; 360,000 compounds, 0.26% hits; AID 651602, 2012; in the data active means inhibition above about 11%
Starred values were filed as active, the others as inactive; nt = no result given; & = joins results of further samples.

The line under a structure holds: Arr AP2 block, MOR-DOR inv ag, AddAB inh, Mot1-301 SUMO, MOR-DOR ag, Pemphigus Ab inh, PKA-R1A act, Ecoli viability, PfHsp90 yeast 2, Tat transport, phage Ecoli inh
[1] O=C(NCc1cccs1)C1CC(=O)N(c2ccccc2)C1 (stereo unspecified)
  9.1, -6.9, 1.7, 82.2, 1.1, nt, -8.5, -0.5, 5.0, -4.3, 3.0
[2] O=C(CSc1cccc[n+]1[O-])N1CCCc2ccccc21
  -6.2, 12.5, 0.2, 10.0, -2.7, nt, 4.9, 2.1, 8.9, -3.5, 1.5
[3] O=C(CN1CCCCC1)Nc1ccc(F)c(Cl)c1
  4.6, 10.3, -2.8, nt, -1.7, nt, -0.9, -1.3, 3.3, 3.0, 2.6
[4] COc1ccc(CNC(=O)CN(c2cccc(OC)c2)S(C)(=O)=O)cc1
  12.9, 7.7, -0.3, -13.9, -1.4, 101.9, -9.3, -2.4, 19.4, 2.6, 3.7
[5] COc1ccccc1NC(=O)c1cccc(S(=O)(=O)N2CCOCC2)c1
  -7.2, -3.5, 0.5, 8.8, 0.8, nt, 1.3, 1.2, 35.7, 0.2, 3.6
[6] Cc1cn(CC(=O)NCCCc2ccccc2)c(=O)[nH]c1=O
  0.9, 14.6, nt, nt, -3.1, 103.3, 2.3, nt, 6.7, -1.7, 0.4
[7] CC(=O)Nc1ccc(S(=O)(=O)Nc2cccc(-c3nc4cc(C)ccc4o3)c2)cc1
  -3.1, 1.4, 0.8, 2.0, -0.3, 98.4, 9.0, 1.4, 2.8, -22.6, -0.8
[8] CC[C@@]12C(=O)N(c3ccc(OC)cc3)C(=O)N1[C@H](c1ccc(Cl)cc1)[C@@H]1C(=O)N(C3CCCCC3)C(=O)[C@@H]12
  4.3, 17.9, 4.5, 21.4, -3.9, 103.6, -1.8, 1.0, -7.1, -3.3, 1.4
[9] O=C(Nc1ccc(F)cc1)Nc1ccc(Oc2ncnc3cc(Cl)ccc23)nc1
  -2.1, 6.1, -5.1, -8.5, -1.2, nt, -5.0, 0.0, 4.8, -6.4, 1.5
[10] O=C(c1cc2c(s1)CCC2)N1CCN(c2ccccc2)CC1
  16.2, 8.1, 2.0, 24.0, -1.4, 103.9, -6.8, -2.2, 1.9, 0.1, 2.3

Next section.
The line under a structure holds: Arr AP2 block, MOR-DOR inv ag, AddAB inh, Mot1-301 SUMO, MOR-DOR ag, Pemphigus Ab inh, PKA-R1A act, Ecoli viability, PfHsp90 yeast 2, Tat transport, phage Ecoli inh
[11] CCCCC1=CC2=CC(=O)C(C)(OC(=O)CC)C(=O)C2=CN1C1CCCC1 (stereo unspecified)
  10.4, -20.7, -1.6, 12.0, 3.6, 100.8, -4.4, -3.0, 8.5, 13.1, 4.1
[12] COc1ccc(N2CCN(CCC(=O)c3ccc4ccccc4c3)CC2)cc1
  24.3, 2.5, -1.7, 26.0, -0.5, 108.5, 11.2, -1.4, 21.7, -3.8, -1.8
[13] COc1ccccc1N1CCN(CC(=O)Nc2nc(C)c(C(=O)N(C)C)s2)CC1
  33.5, 12.4, 1.7, 16.6, -2.2, 106.7, -6.6, -1.6, 9.2, 4.2, 3.7
[14] CC(=O)c1ccc(N2CCN(S(=O)(=O)c3c(C(=O)N4CCCCC4)c(C)n(C)c3C)CC2)cc1
  -3.2, 9.4, 3.4, 291.6, -1.8, 106.6, 8.1, -2.0, -0.6, -9.4, -0.7
[15] CC1CCC(NC(=O)C2CC(=O)N(c3ccc4c(c3)OCCO4)C2)CC1 (stereo unspecified)
  -10.2, 5.9, -0.8, -14.6, -1.0, 96.3, 0.3, -0.2, 26.5, -8.1, 4.5
[16] O=C(CSc1ncnc2c1cnn2CCO)Nc1cccc(C(F)(F)F)c1
  19.2, 8.5, 2.9, -13.9, -1.6, 98.4, 9.1, -0.1, -2.3, -2.0, 4.8
[17] Cc1cc(C(=O)C(C)OC(=O)C2=NNC(=O)CC2)c(C)n1-c1ccc(OC(F)F)cc1 (stereo unspecified)
  6.2, 1.7, 3.7, 169.9, -0.3, 100.8, -10.2, 1.3, -10.8, 3.4, -0.5
[18] CCCN1CCN(C(=O)CCCNC(=O)c2ccc(Cl)cc2)CC1
  21.1, -0.7, 2.9, 27.6, 0.1, nt, -2.5, 1.9, -24.2, 0.3, 2.8
[19] O=C(CC1SC(=Nc2ccc(O)cc2)NC1=O)Nc1ccccc1 (stereo unspecified)
  4.8, 8.8, -4.3, -4.8, -1.7, 96.2, -1.6, -1.5, 4.2, -0.4, nt
[20] CN1CCc2c(sc3nc(SCC(=O)N4CCOCC4)n(-c4ccc(Cl)cc4)c(=O)c23)C1
  3.5, 11.4, 0.4, -11.2, -2.2, nt, -9.8, 0.2, 4.2, -0.6, 4.1

(continued)
The line under a structure holds: Arr AP2 block, MOR-DOR inv ag, AddAB inh, Mot1-301 SUMO, MOR-DOR ag, Pemphigus Ab inh, PKA-R1A act, Ecoli viability, PfHsp90 yeast 2, Tat transport, phage Ecoli inh
[21] O=C(c1ccc(Cl)cc1)N1CCN(c2ncccn2)CC1
  -1.5, 17.8, -0.1, -12.4, -3.9, 86.2, -7.4, -1.3, -7.5, -3.6, 4.5
[22] CCCN(C(=O)c1ccco1)c1nnc(-c2cccc(C)c2)s1
  -1.7, 1.3, -0.3, 13.6, -0.2, 86.5, 2.7, -1.4, 17.1, 1.5, 2.7
[23] CC1CCN(CCCCOc2ccccc2F)CC1
  5.0, 18.6, -1.1, 200.1, -4.2, 105.1, 3.2, -0.1, -2.6, 4.5, -0.5
[24] CCOC(=O)c1cc2sccc2n1CCCN1C(=O)c2ccccc2C1=O
  -5.6, -6.6, 1.3, -14.5, 1.1, 99.1, -1.8, 1.8, -4.5, 17.0, 1.9
[25] COc1ccc(-c2nsc(SCC(=O)NCC3CCCO3)n2)cc1 (stereo unspecified)
  -14.4, 3.2, 1.1, 39.6, -0.7, 78.3, 8.3, 1.5, -17.2, -1.2, 0.5
[26] COC(C(=O)Nc1cccc([N+](=O)[O-])c1)c1ccccc1 (stereo unspecified)
  12.9, 0.4, 2.2, -2.8, -0.1, 97.5, -5.9, -3.8, -12.3, 3.5, 3.4
[27] CCSC1=C(C#N)C(c2ccc(C)o2)CC(=O)N1 (stereo unspecified)
  10.1, 19.7, 1.0, 9.5, -4.0, 103.3, -10.8, 2.4, -17.3, -9.3, 1.5
[28] OCC[C@H]1C[C@H](O)[C@@H](O)[C@]2(CCCO2)O1
  21.6, 4.3, 3.9, 102.0, -0.8, 102.5, 4.2, 0.5, nt, 2.2, 3.8
[29] O=C(NN1C(=O)/C(=C/c2ccc(O)c(O)c2)SC1=S)c1ccccc1
  17.1, 30.5, 6.0, -25.9, -6.4, 97.7, -12.9, 4.4, 4.3, 0.3, 5.5
[30] Cc1ccc(-n2ncc3c2CCCC3NC(=O)c2csnn2)cc1C (stereo unspecified)
  -0.7, 10.8, 1.6, -0.1, -2.1, 100.6, -13.8, 0.9, -4.2, 26.5, -0.2

More compounds follow:
The line under a structure holds: Arr AP2 block, MOR-DOR inv ag, AddAB inh, Mot1-301 SUMO, MOR-DOR ag, Pemphigus Ab inh, PKA-R1A act, Ecoli viability, PfHsp90 yeast 2, Tat transport, phage Ecoli inh
[31] Cc1ccc2nc(-c3cccc(SC4CCCCC4)c3)c(NC3CCCCC3)n2c1
  40.5, -4.3, 2.6, nt, 0.8, 106.8, -0.1, 0.6, -5.4, -8.1, 0.7&9.9
[32] C/C(CC(=O)Nc1cccc(Cl)c1Cl)=N\NC(=O)c1ccccc1C
  -2.8, 5.0, 2.6, 452.0*, -1.0, 101.5, 0.2, 2.8, 28.9, 4.2, 3.1
[33] CC(C)CCn1nnnc1C(c1ccccc1)N1CCC(C(N)=O)CC1 (stereo unspecified)
  -2.6, 8.6, 0.0, -10.3, -1.6, 92.7, -3.2, -1.0, 4.4, -1.3, 1.4
[34] Cc1nnc(NC(=O)C(C)Oc2ccc3c(C)cc(=O)oc3c2)s1 (stereo unspecified)
  -0.2, 11.9, 3.0, -18.0, -2.9, 110.3, -17.4, -0.6, -14.7, 1.1, 2.6
[35] Cn1nc(C(=O)NCc2cccs2)c2ccccc2c1=O
  4.2, 7.9, 3.7, 3.7, -1.6, 95.0, 7.0, -1.1, -9.5, 9.7, 3.6
[36] CC1CCCC(NC(=O)CCS(=O)(=O)c2ccc3c(c2)NC(=O)CS3)C1C (stereo unspecified)
  7.0, 5.8, 3.2, 12.9, -1.2, 104.6, -1.2, -0.1, 13.3, 0.4, -1.4
[37] CN(C)c1nc(OCCNC(=O)Nc2ccccc2)nc(N2CCOCC2)n1
  2.2, 4.2, nt, nt, -0.7, 104.1, -16.1, nt, -1.3, -2.2, 1.0
[38] Cc1coc(C)c1C(=O)CC1(O)C(=O)N(Cc2ccccc2)c2ccccc21 (stereo unspecified)
  9.3, 9.5, 2.2, 0.6, -1.8, 101.3, -15.4, 1.1, -5.7, -6.3, 5.4
[39] Cc1cc(C)c(CSc2ncnc3nc[nH]c23)c(C)c1
  -20.5, 4.8, 5.4, 21.8, -1.0, 97.3, -7.0, 0.2, -8.3, 10.5, 5.3
[40] O=C(O)c1ccc(NS(=O)(=O)/C=C/c2ccccc2)cc1
  2.2, 11.2, 3.0, 18.0, -2.5, nt, -8.6, 0.1, -7.5, 0.1, 0.9
[41] Nc1nnc(SCC(=O)c2ccc3c(c2)NC(=O)CO3)s1
  -24.3, 3.1, 2.6, 23.7, -0.6, 97.8, 5.7, -0.2, 35.0, -2.6, 2.6
[42] CCC(=O)Nc1sc2c(c1C#N)CC(C)(CC)OC2 (stereo unspecified)
  14.6, 12.3, 0.2, 0.9, -2.5, 87.6, -7.3, -2.4, 24.0, -0.8, 1.2
[43] CC(C)(C)C(=O)Nc1nc(NC(=O)C(C)(C)C)nc(-c2ccccc2Cl)n1
  -3.0, nt, -0.4, 3.6, nt, 92.5, nt, -0.2, 6.6, -3.2, 0.7
